Screening data (PubChem)
CHRM5 antagonist: blocks acetylcholine activation of human M5 receptor; actives 0.59% (n = 360,000); inhibition, % at 3 µM; CHO-hM5 cells, Fluo-8 calcium fluorescence, ACh EC80; P08912; AID 624040;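 active = inhibition above a per-plate cutoff, the mean of that plate's test compounds plus 3 SD, cut at about 27% in these data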;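 note: 0% = acetylcholine EC80 with DMSO and 100% = DMSO without agonist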
M4 PAM: CHRM4 positive allosteric modulation | P08173 | CHO-K1 hM4/Gqi5, Fluo-8 calcium fluorescence, ACh EC20; 0% = ACh EC20, 100% = maximal ACh | activation, % at 3 µM | actives 0.4% (n = 360,000);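 active = activation above its plate's cutoff, the mean activation of sample wells plus 3 SD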; note: some results filed as inactive read as strong as hits
CHRM4 antagonist: antagonists of human muscarinic M4 receptor (CHRM4). inhibition, % at 3 µM. P08173. actives 0.73% (n = 360,000). CHO-hM4 cells, ACh EC80, Fluo-8 calcium fluorescence. AID 624125;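 active = inhibition above its plate's cutoff, the mean inhibition of sample wells plus 3 SD, cut at about 27% in these data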;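 note: 0% = acetylcholine EC80 with DMSO and 100% = DMSO without agonist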
CHRM5 agonist: CHRM5 agonism in calcium assay | P08912 | CHO-K1 hM5 cells, Fluo-8 calcium fluorescence; 0% DMSO wells, 100% maximal acetylcholine response | activation, % at 3 µM | actives 0.19% (n = 360,000) | AID 624037;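 active = activation above the run's mean over test compounds plus 3 SD, cut at about 23% in these data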;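 note: signal is peak over basal fluorescence ratio across the kinetic read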
M4 ag: CHRM4 agonism in calcium assay | P08173 | actives 0.14% (n = 360,000) | activation, % at 3 µM | AID 624127 | CHO-K1 hM4/Gqi5, Fluo-8 calcium fluorescence; vehicle 0%, full acetylcholine response 100%;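 active = activation above the run mean over all test wells plus 3 SD, cut at about 32% in these data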;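 note: peak over basal fluorescence ratio per well then scaled between controls; 0% = DMSO wells and 100% = acetylcholine at EC100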
CRFR2-BP antag: CRF-BP/CRF-R2 complex antagonism; HEK293 CRF-R2/CRF-BP, CRF-induced calcium fluorescence; inhibition, % at 11.8 µM; actives 0.59% (n = 350,000);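 active = inhibition of the ligand-induced calcium signal above about 50% at the single tested concentration, limit read from the data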
CRFR2-BP ag: CRF-BP/CRF-R2 complex agonism | HEK293 CRF-R2/CRF-BP, calcium dye fluorescence (FLIPR); percent of saturating CRF peptide response | activation, % at 13.2 µM | actives 0.46% (n = 350,000);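 active = activation of at least 50%, plus an integration ratio under a set limit after plate pattern correction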;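 note: plate controls were neutral control wells without compound for no effect and CRF at EC100 for full effect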
M5 PAM: potentiates acetylcholine response at human M5 receptor; CHO-K1 hM5, Fluo-8 calcium, ACh EC20 PAM; 0% = ACh EC20, 100% = ACh EC100; activation, % at 3 µM; actives 0.3% (n = 360,000); AID 624038;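 active = activation above the run cutoff, the mean activation of all test compounds plus 3 SD, cut at about 18% in these data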
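system = human M5 receptor in CHO-K1 cells | compound = one concentration, 3 µM final (nominal) | schedule = Post-acetylcholine fluorescence recording 140 s | signal = Fluo-8 calcium dye fluorescence, kinetic read | benchmarks = low control EC20 acetylcholine (0%), high control EC100 acetylcholine (100%) | repeats = singlicate, one well per test compound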
IDE cell inh: inhibitors of human insulin-degrading enzyme in cells | actives 0.41% (n = 320,000) | HEK cells, FAbetaB cleavage, fluorescence polarization | AID 434962 | inhibition, % at 5.59 µM | P14735;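 active = percent inhibition above the average of all tested compounds plus 3 SD, set per screening campaign, cut at about 16% in these data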;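 note: IDE supplied by intact live HEK cells; FP after avidin binding of uncleaved biotin substrate so inhibition keeps polarization high; 0% = DMSO wells and 100% = 60 µM reference IDE inhibitor Ii1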
Target sequence (P14735 whole entry, looked up): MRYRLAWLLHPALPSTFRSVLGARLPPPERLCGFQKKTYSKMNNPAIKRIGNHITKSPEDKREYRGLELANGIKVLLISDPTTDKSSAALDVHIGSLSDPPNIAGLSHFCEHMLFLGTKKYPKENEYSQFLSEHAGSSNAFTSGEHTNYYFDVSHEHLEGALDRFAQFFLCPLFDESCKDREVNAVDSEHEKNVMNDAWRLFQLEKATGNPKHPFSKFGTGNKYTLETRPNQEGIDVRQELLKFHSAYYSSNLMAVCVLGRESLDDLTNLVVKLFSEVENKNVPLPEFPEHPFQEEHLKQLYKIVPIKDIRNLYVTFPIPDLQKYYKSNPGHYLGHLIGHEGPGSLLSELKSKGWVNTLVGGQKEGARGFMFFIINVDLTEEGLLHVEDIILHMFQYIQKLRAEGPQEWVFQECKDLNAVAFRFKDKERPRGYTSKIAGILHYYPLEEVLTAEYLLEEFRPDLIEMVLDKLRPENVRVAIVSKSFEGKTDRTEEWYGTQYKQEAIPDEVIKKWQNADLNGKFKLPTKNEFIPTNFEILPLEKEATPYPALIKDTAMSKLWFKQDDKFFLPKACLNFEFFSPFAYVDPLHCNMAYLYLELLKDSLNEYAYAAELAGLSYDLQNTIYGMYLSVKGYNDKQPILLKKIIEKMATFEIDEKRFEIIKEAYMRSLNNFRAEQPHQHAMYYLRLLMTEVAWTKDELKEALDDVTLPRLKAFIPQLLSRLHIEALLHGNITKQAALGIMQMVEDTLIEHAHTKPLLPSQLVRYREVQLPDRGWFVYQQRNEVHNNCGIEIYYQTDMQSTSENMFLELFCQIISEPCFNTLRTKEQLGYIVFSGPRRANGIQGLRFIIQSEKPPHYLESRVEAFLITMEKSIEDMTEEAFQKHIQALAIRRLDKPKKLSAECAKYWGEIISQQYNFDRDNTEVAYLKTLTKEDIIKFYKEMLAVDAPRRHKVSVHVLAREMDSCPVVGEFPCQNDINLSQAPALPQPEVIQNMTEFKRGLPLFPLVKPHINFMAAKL
Active calls of the source: *; . = not tested or not shown.

cpd	SMILES	CHRM5 antagonist	M4 PAM	CHRM4 antagonist	CHRM5 agonist	M4 ag	CRFR2-BP antag	CRFR2-BP ag	M5 PAM	IDE cell inh
1	CCN(CC)CCC(c1cc(OC)c(OC)c(OC)c1)c1c(O)cc(OC)cc1OC (stereo unspecified)	9	17	6	3	2	3	0.2	-12	-7
2	Cc1ccc2oc(=O)n(Cc3ccccc3OC(C)C)c2c1	6	-2	-3	-10	-2	-27	2.9	-3	3
3	COc1ccccc1N(CC(=O)NCc1ccccc1)S(C)(=O)=O	1	-2	-1	2	1	6	1.2	6	0
4	CCOc1ccc(N2C(=O)C3C(c4ccc(O)cc4)NC(CCSC)(C(=O)OC)C3C2=O)cc1 (stereo unspecified)	0	2	-4	4	8	-6	2.0	-1	0
5	Nc1ccc(C(=O)N(CCO)CCO)cc1	-8	1	-4	-1	1	9	-1.9	-2	-1
6	CCn1ccc(C(=O)Oc2ccc(C(C)C)cc2)n1	1	8	10	1	0	6	0.2	1	-5
7	Nc1nc(SCC(=O)c2ccc(Cl)cc2)c2ncn(C3OC(CO)C(O)C3O)c2n1 (stereo unspecified)	0	8	-11	-1	1	4	-0.6	-1	.
8	Cc1csc(=O)n1CC(=O)OCC(=O)N(CC(C)C)c1c(N)n(Cc2ccccc2)c(=O)[nH]c1=O	4	-1	0	3	1	6	-0.3	7	7
9	CN(CC(=O)Nc1cccc(F)c1)C(=O)/C=C/c1ccc(Br)s1	-2	-2	1	-4	1	-1	-2.1	8	-1
10	COc1cccc(-c2cc(C(=O)NCc3cccs3)no2)c1	5	2	9	-6	1	-7	-0.9	2	1
11	Cc1ccc(C)c(OCCCCCn2ccnc2)c1	4	2	2	-2	3	34	-2.3	-5	-1
12	CCn1ccnc1CN(C)C(=O)C1CCC(=O)N(Cc2cccc(C(F)(F)F)c2)C1 (stereo unspecified)	-2	8	7	-4	1	1	-2.1	-2	-1
13	COc1cccc(NC2=C(NCCO)C(=O)c3ccccc3C2=O)c1	6	-2	10	2	1	8	0.6	-5	1
14	CN1CCN(c2ccc(S(=O)(=O)N3CCOCC3)cc2NC(=O)Cc2ccccc2F)CC1	3	4	-4	1	1	-1	-0.6	6	-1
15	Cn1cc([C@]2(O)C(=O)N(c3ccccc3)c3ccccc32)c2ccccc21	-4	3	-10	2	8	.	.	5	.
16	C=C(C)[C@@H]1CCC2(C(=O)O)CC[C@]3(C)[C@H](CC[C@@H]4[C@@]5(C)CCC(=O)C(C)(C)[C@@H]5CC[C@]43C)[C@@H]12 (stereo partly specified)	-4	0	4	6	0	1	14	7	1
17	COc1ccc(-c2nc3ccc(Br)cn3c2Cc2cccc(Cl)c2)cc1OC	8	-5	8	0	-1	.	.	-11	.
18	O=c1/c(=C/c2ccccn2)sc2n1CN(c1ccccc1)CN=2	-3	1	0	-7	1	-4	-1.6	3	-2
19	O=C(NCc1ccc2c(c1)OCO2)C(=O)NCC1OCCN1S(=O)(=O)c1ccc(Cl)cc1 (stereo unspecified)	-2	-1	-16	3	11	7	-1.4	-3	1
20	Cc1nnc(SCC(=O)NC2CCCCCC2)n1C	3	-2	1	-3	0	-8	-0.4	1	-7
21	O=C(/C=C/c1ccc(N2CCCCC2)c([N+](=O)[O-])c1)c1ccc(O)cc1	-2	-2	-3	-4	1	-43	-3.2	-10	1
22	CCOc1ccccc1NC(=O)N1CCCC(c2nc(-c3ccc(C)o3)no2)C1 (stereo unspecified)	-8	-5	2	-4	0	16	-2.6	1	2
23	CC(C)c1nc2oc3c(N(C)CCO)ncnc3c2c2c1CCC2	8	-4	-10	2	1	1	-0.7	0	-2
24	O=C(NNC1CC(=O)N(c2ccccc2)C1=O)c1ccccc1Cl (stereo unspecified)	-6	4	8	3	1	-16	-3.5	4	0
25	O=C(Cn1nc(-c2ccc(Cl)cc2)c2ccccc2c1=O)NN1CCOCC1	-2	1	-2	-3	1	0	-0.1	10	5
26	O=S(=O)(Nc1cccc(-c2cn3cccnc3n2)c1)c1ccc(-c2ccccc2)cc1	5	-3	-6	3	11	-29	2.8	-9	0
27	COc1ccc(/C=N/NC(=O)c2c(-c3ccccc3)noc2C)cc1	12	-3	9	-5	2	3	0.8	-12	0
28	Cc1ccc(C(=O)c2oc3ccccc3c2NC(=O)c2cc(-c3cc(C)ccc3O)n[nH]2)cc1	-2	17	-13	4	0	-3	0.1	4	1
29	CCOc1ccc2nc(N(CCN(CC)CC)C(=O)c3ccc([N+](=O)[O-])cc3)sc2c1	0	13	13	-3	1	-10	1.7	2	0
30	CCC(=O)/C(=C(/O)c1ccccc1)c1nc2ccccc2[nH]1	-1	-12	6	-4	1	-24	-0.5	-5	1

Three structures out of the list, ordered by length of the SMILES, low to high.
cpd	SMILES	CHRM5 antagonist	M4 PAM	CHRM4 antagonist	CHRM5 agonist	M4 ag	CRFR2-BP antag	CRFR2-BP ag	M5 PAM	IDE cell inh
18	O=c1/c(=C/c2ccccn2)sc2n1CN(c1ccccc1)CN=2	-3	1	0	-7	1	-4	-1.6	3	-2
17	COc1ccc(-c2nc3ccc(Br)cn3c2Cc2cccc(Cl)c2)cc1OC	8	-5	8	0	-1	.	.	-11	.
8	Cc1csc(=O)n1CC(=O)OCC(=O)N(CC(C)C)c1c(N)n(Cc2ccccc2)c(=O)[nH]c1=O	4	-1	0	3	1	6	-0.3	7	7

The results go on:
cpd	SMILES	CHRM5 antagonist	M4 PAM	CHRM4 antagonist	CHRM5 agonist	M4 ag	CRFR2-BP antag	CRFR2-BP ag	M5 PAM	IDE cell inh
31	COC(=O)CNC(=O)Cn1nc(C)c([N+](=O)[O-])c1C	-2	1	-5	6	1	-8	-0.1	8	6
32	COCOc1cccc(CN2CCC(C)(Oc3cccc(C#N)c3)C2)c1 (stereo unspecified)	19	-3	1	-3	1	.	.	-3	.
33	COc1cccc(N2CCN(C(=O)c3ccc(CSc4nc5ccncc5[nH]4)cc3)CC2)c1	6	-10	-10	0	11	-15	-4.3	-18	-2
34	COc1cc(C(=O)NCC(=O)OCC(=O)Nc2ncc(Cl)cc2Cl)cc(OC)c1OC	8	0	3	-3	1	1	-1.2	5	2
35	O=C(c1ccccc1Br)N1CCN(c2ccc([N+](=O)[O-])c(N3CCOCC3)c2)CC1	18	-3	-4	-2	4	3	-0.9	-11	1
36	O=C(Cc1ccsc1)Nc1cc(F)ccc1F	7	-1	-9	-1	0	-2	-0.2	4	8
37	Cc1ccc(NC(=O)C(C)OC(=O)c2ccc(NS(=O)(=O)c3ccc(F)c(F)c3)cc2)cc1 (stereo unspecified)	12	-4	2	1	4	-25	0.3	-12	2
38	CCN(CC(=O)Nc1ccccc1C(F)(F)F)C(=O)COc1cccc2c1OC(C)(C)C2	-3	3	-3	3	2	6	3.3	4	1
39	CC1CCCN(CCCNC(=O)c2ccc3c(c2)N(Cc2ccc(F)cc2)C(=O)c2ccccc2S3=O)C1 (stereo unspecified)	5	-17	16	-9	0	-17	8.0	-6	10
40	COc1ccc(S(=O)(=O)N(C)C[C@H]2Oc3ncc(Br)cc3C(=O)N([C@@H](C)CO)C[C@@H]2C)cc1	-3	5	0	0	2	-1	0.5	0	.
41	COc1ccc2oc(=O)c(/C(N)=N/NC(=O)c3ccncc3)cc2c1	13	-8	1	-3	0	9	3.4	-6	6
42	CC1CCN(c2ncnc3ccccc23)CC1	10	-8	-6	4	7	-12	-1.5	-15	2
43	CCN1C(=O)[C@H]2[C@@H](c3ccc(-c4ccc(OC)cc4)cc3)N3CCCC[C@@]3(C(=O)OC)[C@H]2C1=O	9	12	-8	1	1	-10	1.5	-2	2
44	O=C(C(Cl)Cl)N1CCN(c2ccccn2)CC1	23	-5	10	-2	0	31	-3.0	-10	1
45	CCOc1ccccc1NS(=O)(=O)c1c[nH]c(C(=O)OC)c1	-2	-3	-11	3	1	5	-0.2	-2	8
46	O=C(NNC(=O)c1ccccc1[N+](=O)[O-])c1ccccn1	2	5	-4	2	1	9	-2.1	2	-1
47	Cc1cc(=O)oc2cc(OCC(=O)NC3CCCCC3)c(Cl)cc12	7	5	-6	0	0	14	5.7	8	-1
48	CC(=O)NS(=O)(=O)c1ccc(NC(=O)c2ccccc2F)cc1	2	7	-1	1	0	-4	0.6	0	-2
49	CN(C(=O)COC(=O)COc1ccccc1Cc1ccccc1)c1ccccc1	-5	-1	1	1	3	8	-0.3	-3	4
50	CN(Cc1ccccc1)C(=O)c1csc([C@@H]2C[C@H](O)[C@@H](CO)O2)n1	10	2	-4	0	1	.	.	0	.
51	FC(F)Sc1ccc(NC(=S)NC2CCCCC2)cc1	20	-18	12	2	12	46	15	-14	4
52	CN(Cc1cnn(C)c1)C(=O)c1ccc(OC2CCN(CCc3ccccc3)CC2)cc1	5	-12	-8	-9	2	-1	-0.7	-14	-3
53	Cc1cccc(N2CCN(C(=O)c3cccc(N4CCCC4=O)c3)CC2)c1C	4	-1	-1	-4	5	38	-0.8	-3	19*
54	CCOc1ccccc1NC(=O)C1CCCN(S(=O)(=O)c2c(C)[nH]c(=O)[nH]c2=O)C1 (stereo unspecified)	8	13	-4	-4	1	1	-0.2	1	-2
55	c1ccc(CC2CCN(Cc3ccccn3)CC2)cc1	11	-9	6	-14	1	-2	-0.7	-10	0
56	CCC(C)NC(=O)C1c2ccccc2C(=O)N1Cc1cc(OC)ccc1OC (stereo unspecified)	-2	6	-11	0	-1	3	-1.2	2	-1
57	COc1ccc(NC(=S)N2CCN(C(c3ccccc3)c3ccccc3)CC2)c(OC)c1	-2	-17	10	-10	-1	50	-2.0	-21	-5
58	COc1ccc(CCN2CC(C(=O)NCCc3cccc(F)c3)CCC2=O)cc1 (stereo unspecified)	-1	-3	6	-3	3	-2	0.7	-1	.
59	Cc1cccc(NC(=O)c2ccccc2NC(=O)CCC(=O)O)c1	7	4	4	1	0	4	-1.9	1	-1
60	COc1ccc(C2=NN(c3nc4ccccc4s3)C(=O)C2)cc1	19	-21	-7	1	23	15	-0.5	-17	2
61	COc1ccccc1N1CCN(C(=O)c2ccc([N+](=O)[O-])s2)CC1	6	-4	7	-1	1	-10	0.1	-4	3
62	CC1(C)C2CC[C@]3(C)C(CC=C4[C@@H]5C[C@@](C)(CO)[C@@H](O)C[C@]56C[C@@H](OC6=O)[C@]43C)[C@@]2(C)CC[C@@H]1O (stereo partly specified)	10	5	-7	2	2	-3	-0.8	1	0
63	Cc1ccc(-n2c(O)c(/C=N/c3ncn[nH]3)c3ccccc3c2=O)cc1	-7	-4	-2	-2	1	-9	0.3	0	0
64	CN1C(=O)S/C(=C\c2ccccc2OCc2ccc(C(=O)O)cc2)C1=O	-3	-2	3	1	1	-25	2.0	-1	-4
65	COc1c(C)cc(C(=O)C2CCCN(C(=O)c3cc(C)on3)C2)cc1C (stereo unspecified)	3	-1	-1	2	4	1	-0.5	-4	1
66	O=C(NCC1CC1)c1cccc2c1C(=O)c1ccc(-c3ccc(OC(F)(F)F)cc3)cc1S2(=O)=O	-3	10	-10	2	1	-1	-0.5	13	-2
67	CCCC(=O)c1c(NCCO)cc(C)oc1=O	-1	10	-8	0	1	-23	0.3	5	-3
68	NC(=O)Cn1cc(C(=O)C(=O)N2CCOCC2)c2ccccc21	4	6	-1	-5	0	-3	0.5	6	-1
69	O=C(Nc1cccc(S(=O)(=O)Nc2ccccc2F)c1)c1ccc2ccccc2n1	15	-6	-11	-2	7	19	-0.6	-10	-1
70	CCOC(=O)CN1C(=O)N[C@@H](c2cccc(C(F)(F)F)c2)C(C(=O)OC)=C1C	14	-2	-5	-2	1	-11	-1.2	-2	3
71	COc1cccc(-c2ccc(SCC(=O)NC3CCCCC3)nn2)c1	4	-3	-8	-3	5	-2	-0.5	-11	3
